From PubChem
L3MBTL1 block: qHTS Assay for the Inhibitors of L3MBTL1; AlphaScreen L3MBTL1–H3K9me1 peptide binding; 0.66% of 230,000 active; Potency, µM (top dose mostly 57.1 µM), without a hit: at the top dose activity, negative = inhibition, usual class: inhibitors; further: nearly all actives have a fitted effect of over 60% in size
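Read-out is AlphaScreen signal from streptavidin donor and nickel chelate acceptor beads (10 ug/mL final each) bridging L3MBTL1 (50 nM) and biotinylated K9-monomethylated H3(1-15) peptide (75 nM), after 30 min compound exposure at room temperature.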
RECQ1 helicase: qHTS Assay for Inhibitors of RecQ-Like Dna Helicase 1 (RECQ1); ATP-dependent DNA helicase Q1 (Homo sapiens), P46063; RECQ1 DNA unwinding, red fluorescence kinetic read; Potency, µM (doses to about 57.3 µM), inactives show at the highest dose activity, negative = inhibition, hits mostly inhibitors; 0.54% of 240,000 active; AID 2549, 2010;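 further: plate controls were vehicle for no effect and no enzyme for full effect; nearly all actives have a fitted effect of over 30% in size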
Target sequence (P46063 whole entry, looked up): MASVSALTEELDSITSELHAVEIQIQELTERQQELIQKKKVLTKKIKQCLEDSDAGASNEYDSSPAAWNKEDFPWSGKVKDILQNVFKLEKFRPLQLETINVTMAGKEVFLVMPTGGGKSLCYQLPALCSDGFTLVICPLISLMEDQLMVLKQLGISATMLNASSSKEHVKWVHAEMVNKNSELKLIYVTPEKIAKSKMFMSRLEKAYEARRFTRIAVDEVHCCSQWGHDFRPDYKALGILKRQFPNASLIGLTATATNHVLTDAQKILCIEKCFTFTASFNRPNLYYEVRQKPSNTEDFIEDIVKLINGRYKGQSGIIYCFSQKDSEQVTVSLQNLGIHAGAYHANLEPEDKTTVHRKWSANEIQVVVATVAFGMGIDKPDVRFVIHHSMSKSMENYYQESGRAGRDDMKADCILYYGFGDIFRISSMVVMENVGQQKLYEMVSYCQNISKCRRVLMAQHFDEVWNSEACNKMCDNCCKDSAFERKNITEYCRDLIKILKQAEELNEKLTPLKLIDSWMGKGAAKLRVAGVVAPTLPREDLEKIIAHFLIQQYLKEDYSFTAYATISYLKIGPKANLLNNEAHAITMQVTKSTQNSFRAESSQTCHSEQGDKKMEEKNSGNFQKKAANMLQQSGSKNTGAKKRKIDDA
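50 nM RECQ1T1 preincubated 15 min with compound in Tris pH 8.0 buffer with MgCl2, DTT, Tween-20 and 2.5 ug/ml poly(dI-dC); started with 200 nM TAMRA/BHQ-2 forked duplex and 2 mM ATP. Unwinding read as fluorescence (525/598 nm), two reads 2 h apart.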
JMJD2E inh: qHTS Assay for Inhibitors of Human Jumonji Domain Containing 2E (JMJD2E); Lysine-specific demethylase 4E (Homo sapiens), B2RXH2; JMJD2E catalytic domain, FDH-coupled NADH fluorescence (FDH is formaldehyde dehydrogenase); Potency, µM (top dose mostly 57.1 µM), for the others: at the highest dose activity change, negative = inhibition, actives largely listed as inhibitors; 1.6% of 230,000 active; active means well fitted inhibition curve with a large enough effect, not every such curve was filed as active; inconclusive means small, poorly fitted or top-dose-only effect, or another doubt; inactive means no such curve, though single readings can be large or run the other way;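 further: 0% = wells with enzyme and -100% = buffer wells without enzyme; nearly all actives have a fitted effect of over 50% in size; many of its hits are not listed in these tables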
Target sequence (B2RXH2 1-337 limits assumed): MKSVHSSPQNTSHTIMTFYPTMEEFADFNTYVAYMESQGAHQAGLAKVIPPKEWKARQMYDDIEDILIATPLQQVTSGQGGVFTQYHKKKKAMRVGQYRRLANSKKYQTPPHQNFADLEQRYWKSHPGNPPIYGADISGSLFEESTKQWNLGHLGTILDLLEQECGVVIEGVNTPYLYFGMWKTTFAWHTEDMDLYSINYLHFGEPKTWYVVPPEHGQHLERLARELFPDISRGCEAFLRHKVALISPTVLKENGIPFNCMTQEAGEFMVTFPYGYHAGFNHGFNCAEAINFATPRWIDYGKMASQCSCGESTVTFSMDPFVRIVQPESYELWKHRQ
Tau fibril ThT: qHTS for Inhibitors of Tau Fibril Formation, Thioflavin T Binding | Microtubule-associated protein tau (Homo sapiens), P10636 | recombinant tau K18 P301L (four-repeat tau fragment), heparin-induced fibrillization, ThT fluorescence | Potency, µM (doses to about 57.4 µM), for inactives: at the top dose activity, negative = inhibition, usual class: inhibitors | 2.1% of 270,000 active; further: nearly all actives have a fitted effect of over 55% in size
Target sequence (P10636 561-689 P618L limits assumed): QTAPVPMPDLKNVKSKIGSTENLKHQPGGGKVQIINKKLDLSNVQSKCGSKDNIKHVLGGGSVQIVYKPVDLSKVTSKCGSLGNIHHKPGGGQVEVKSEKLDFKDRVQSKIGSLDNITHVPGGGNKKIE
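Tau K18 P301L fragment (15 uM unlabeled plus 0.24 uM Alexa 594-labeled) in 100 mM sodium acetate pH 7 with compound, fibrillization induced by 20 uM heparin for 6 hr at 37 C. Thioflavin T (30 uM) added, fluorescence read after 1 hr (ex 450, em 510 nm).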
Tau FP inhib: qHTS for Inhibitors of Tau Fibril Formation, Fluorescence Polarization; Microtubule-associated protein tau (Homo sapiens), P10636; Potency, µM (top dose mostly 57.7 µM), inactives show at the highest dose activity, negative = inhibition, most hits filed as inhibitors; 0.39% of 280,000 active; K18 P301L tau heparin fibrillization, Alexa594 FP, 6 h; AID 1468, 2008; further: nearly all actives have a fitted effect of over 55% in size
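Recombinant K18 P301L […], labeled with Alexa 594 at 0.24 uM over 15 uM unlabeled; heparin inducer 20 uM final; 37 C, 6 hr; FP endpoint.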
TexasRed fluor: Total Fluorescence Counterscreen for Inhibitors of the Interaction of Thyroid Hormone Receptor and Steroid Receptor Coregulator 2 | TRb/SRC2 Texas Red total fluorescence interference | Potency, µM (titrated, usually from 106 µM), inactives show at the top dose fluorescence change, negative = quenching | 0.29% of 280,000 active | AID 1479, 2009; active means well fitted curve in either direction with a large enough effect; inconclusive means small, poorly fitted or top-dose-only effect
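Flags fluorescent or light-absorbing compounds by total fluorescence, S + 2P, at 555 nm excitation and 632 nm emission. Mixture: 20 nM Texas Red SRC2 peptide, 0.6 uM human TRb LBD, 1 uM T3, 5% DMSO; compound exposure 5 h at ambient temperature.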
RGS12 GoLoco inh: qHTS Assay for Inhibitors of RGS12 GoLoco Motif Activity (Red Fluorophore). Potency, µM (series often up to 61.6 µM), inactives show at the top dose activity, negative = inhibition, most hits filed as inhibitors. 0.44% of 230,000 active. AID 880, 2007. Guanine nucleotide-binding protein G(i) subunit alpha-1 (Homo sapiens), P63096. Gai1:RGS12 GoLoco peptide FP, rhodamine, 10 min; active means well fitted inhibition curve with a large enough effect, not every such curve was filed as active; inactive means no such curve, though single readings can be large or run the other way; further: nearly all actives have a fitted effect of over 30% in size; many of its hits are not listed in these tables
TRb-SRC2 inh: qHTS for Inhibitors of the Interaction of Thyroid Hormone Receptor and Steroid Receptor Coregulator 2 | 0.065% of 280,000 active | TRbeta-SRC2 peptide binding, fluorescence polarization; receptor liganded with 1 µM T3 | Potency, µM (titrated, usually from 106 µM), inactives show at the top dose activity change, negative = inhibition, hits mostly inhibitors | AID 1469, 2008;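 further: plate controls were bound peptide for no effect and peptide without receptor for full effect; nearly all actives have a fitted effect of over 50% in size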
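Assay buffer: 20 mM Tris-HCl, 100 mM NaCl, 10% glycerol, 1 mM EDTA, 0.01% NP-40, 1 mM DTT, 1 uM T3, 5% DMSO; TRb LBD 0.6 uM, Texas Red SRC2 20 nM; FP after 5 hr.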
* marks the source's active call; other numbers are inactive results; i = inactive; ? = inconclusive; . = not tested or not shown; & = joins results of further samples; [ ] = remark or other dose. Unless noted, the call rests on the fitted dose curve; in most records, active means well fitted curve in the direction sought with a large enough effect; inconclusive means small, poorly fitted or top-dose-only effect, or another doubt; inactive means no such curve, though single readings can be large; an effect the other way counts as inactive or inconclusive. Unless noted, on the % scale 0 is the no-effect control and ±100 the full control effect; potency means the concentration at half of the fitted maximal effect. An excerpt, so the mix of outcomes need not match the whole.

No. | SMILES | RECQ1 helicase | TRb-SRC2 inh | Tau FP inhib | TexasRed fluor | Tau fibril ThT | JMJD2E inh | RGS12 GoLoco inh | L3MBTL1 block
1 | CCOC(=O)C1CCN(c2c(NCCN3CCN(c4ccccc4)CC3)c(=O)c2=O)CC1 | -3% | -1% | -3% | 0% | -4% | 4% | -5% | ?
2 | Cc1nn(-c2ccc(N3CCCC3)nn2)c(C)c1CCC(=O)NCc1ccccc1 | . | 3% | -6% | -1% | -5% | . | . | .
3 | O=C1Nc2ccccc2/C1=C/c1cccnc1 | i | 6% | 1% | 0% | ? | -7% | 14% | .
4 | CCCCC(O)(CCCC)C(=O)NNc1ccccc1 | -7% | 0% | 1% | 2% | -15% | 8% | 8% | 9%
5 | CCOc1ccc(C(=O)Nc2ccc(Cl)cn2)cc1Cl | 10% | -3% | -7% | 0% | ? | -1% | -19% | 24%
6 | OC(c1cccs1)(c1cccs1)C1C[N+]2(CF)CCC1CC2 (stereo not given) | 12% | -4% | 1% | -5% | -8% | 12% | 1% | 11%
7 | CC1(C)CC(=O)C(Br)=C(O)C1 | 13% | -1% | -19% | -3% | ? | ? | 1% | -2%[11.4 µM]
8 | CCCCNC(=O)c1ccc2c(c1)N(CC)C(=O)c1ccccc1S2(=O)=O | -6% | -6% | 4% | -3% | -7% | 0% | -3% | 4%
9 | COC(=O)[C@@H]1C[C@@]2(O)[C@H](O)[C@H](O)[C@H](O)C[C@H]2N1CC(c1ccccc1)c1ccccc1 | 2% | 12%&9% | -6%&2% | 4%&-3% | -2%&4% | 2%&-6% | 3%&4% | .
10 | CCC(=O)Nc1cccc(NC(=O)CSc2nnc(-c3ccc(NS(C)(=O)=O)cc3)n2C)c1 | -3% | 10% | 1% | 1% | -2% | 7% | 0% | -1%
11 | CCOC(=O)C(=NC(C)CC)NNc1cccc(C(F)(F)F)c1 (stereo not given) | -2% | 3% | 14% | 0% | -18% | 0% | -2% | -16%
12 | COc1ccc2c(c1)[nH]c1c(N3CCSCC3)ncnc12 | -12% | 5% | 21% | -7% | -23% | ? | 10% | -9%
13 | Cc1c(Br)c(C(=O)NNC(=O)c2ccc(C(C)(C)C)cc2)nn1C | -1% | 0% | 0% | -2% | . | 1% | 4% | .
14 | COc1ccc(OC)c(CNC(=O)c2cc(=O)[nH]c3ccc(S(=O)(=O)N4CCCCC4C)cc23)c1 (stereo not given) | . | 2% | -3% | -4% | -2% | . | . | .
15 | COC(=O)CNC(=O)C(Cc1ccccc1)NS(=O)(=O)c1ccc2c(c1)c(=O)n(C)c(=O)n2C (stereo not given) | i | -3%&-9% | 0%&4% | 1%&-4% | -3%&2% | ? | 9% | 4%

Record cards (already shown). Order of screens: RECQ1 helicase	TRb-SRC2 inh	Tau FP inhib	TexasRed fluor	Tau fibril ThT	JMJD2E inh	RGS12 GoLoco inh	L3MBTL1 block
`CCC(=O)Nc1cccc(NC(=O)CSc2nnc(-c3ccc(NS(C)(=O)=O)cc3)n2C)c1` as listed: -3%	10%	1%	1%	-2%	7%	0%	-1%
`COC(=O)[C@@H]1C[C@@]2(O)[C@H](O)[C@H](O)[C@H](O)C[C@H]2N1CC(c1ccccc1)c1ccccc1` as listed: 2%	12%&9%	-6%&2%	4%&-3%	-2%&4%	2%&-6%	3%&4%	.

Next section
No. | SMILES | RECQ1 helicase | TRb-SRC2 inh | Tau FP inhib | TexasRed fluor | Tau fibril ThT | JMJD2E inh | RGS12 GoLoco inh | L3MBTL1 block
16 | COc1ccc(CCNC(=O)c2ccc3c(c2)CCN3S(=O)(=O)c2ccc(Cl)cc2)cc1 | . | 4% | -8% | 0% | -9% | . | . | .
17 | CC(=O)Nc1ccc(C(=O)OCCC(C)C)cc1 | i | 2% | -5% | -4% | 2% | 0% | -7% | .
18 | O=C(COC(=O)c1ccc(Cl)nc1)Nc1cc(S(=O)(=O)N2CCCCC2)ccc1Cl | -4% | -5% | -4% | -1% | 1% | 5% | 26% | -7%
19 | Cc1nc(-c2ccc(Cl)cc2)sc1CCNC(=O)C(=O)Nc1ccc2c(c1)OCCO2 | . | 4% | -13% | 1% | ? | . | . | .
20 | Cc1cc(C)n(-c2nc3ccccc3nc2Nc2cc(Cl)ccc2C)n1 | . | 1% | -4% | 0% | -9% | . | . | .
21 | CCOC(=O)C1=C(C)NC(C)=C(C(=O)OCC)C1C(=O)OCC(N)=O | -6% | -1% | -2% | 1% | 11% | ? | -7% | -11%
22 | Oc1ccccc1-c1cc(-c2ccccc2)no1 | -14% | -15% | -2% | 2% | 2% | -1% | 14% | 8%
23 | CC(C)Cc1nc(N2CCCCC2)c(C#N)c2c1CCC2 | i | -3% | 2% | -4% | -17% | ? | -2% | 14%
24 | CC(=O)Nc1ccc(S(=O)(=O)Nc2cc([N+](=O)[O-])ccc2C)cc1 | i | 0% | 4% | -4% | -5% | 7% | 4% | -3%
25 | Cc1ccc(C)c(N2CCN(Cc3csc(C)c3)CC2)c1 | . | -2% | 10% | -1% | -5% | . | . | .
26 | CC(NC(=O)c1ccco1)c1cccc2ccccc12 (stereo not given) | -6% | 6% | -2% | -8% | -12% | 4% | -6% | -4%
27 | Cc1ccsc1C(=O)NNC(=O)C1CC=CCC1C(=O)O (stereo not given) | -12% | 1% | 7% | 1% | -7% | 3% | 1% | ?
28 | CCOC(=O)c1cc(-c2ccccc2)n(CC(=O)Nc2cc(OC)cc(OC)c2)c1C | i | 6% | -12% | 1% | 0% | -1% | 4% | -9%
29 | CN(C)CCCN(C(=O)CCc1ccccc1)c1nc2ccc(Cl)cc2s1 | -3% | -1% | -14% | -6% | -6% | 0% | 0% | -12%
30 | CCOc1cc(CNC(=O)C(NS(=O)(=O)c2cccs2)C(C)C)cc(OCC)c1OCC (stereo not given) | . | -8% | 7% | 0% | 5% | . | . | .

Compounds shown so far that have two or more sulfur atoms, in the order listed:
No. | SMILES | RECQ1 helicase | TRb-SRC2 inh | Tau FP inhib | TexasRed fluor | Tau fibril ThT | JMJD2E inh | RGS12 GoLoco inh | L3MBTL1 block
6 | OC(c1cccs1)(c1cccs1)C1C[N+]2(CF)CCC1CC2 (stereo not given) | 12% | -4% | 1% | -5% | -8% | 12% | 1% | 11%
10 | CCC(=O)Nc1cccc(NC(=O)CSc2nnc(-c3ccc(NS(C)(=O)=O)cc3)n2C)c1 | -3% | 10% | 1% | 1% | -2% | 7% | 0% | -1%
30 | CCOc1cc(CNC(=O)C(NS(=O)(=O)c2cccs2)C(C)C)cc(OCC)c1OCC (stereo not given) | . | -8% | 7% | 0% | 5% | . | . | .

The list continues.
No. | SMILES | RECQ1 helicase | TRb-SRC2 inh | Tau FP inhib | TexasRed fluor | Tau fibril ThT | JMJD2E inh | RGS12 GoLoco inh | L3MBTL1 block
31 | CCN(C(=O)CSc1ncccc1C(=O)OC(C)C)c1cccc(C)c1 | 2% | 9% | -3% | 1% | ? | -1% | -12% | .
32 | CC(=O)N1CCCc2cc(S(=O)(=O)N3CCCC(C(=O)N4CCN(c5cc(C)ccc5C)CC4)C3)ccc21 (stereo not given) | . | 1% | -8% | -1% | ? | . | . | .
33 | CN1COc2ccc3ccccc3c2C1 | -4% | -4% | 2% | -3% | ? | 14µM* | -1% | .
34 | CCN(CC)C(=O)CSc1ncccc1-c1nc2ccccc2[nH]1 | -10% | -9% | -1% | 3% | -3% | ? | 15% | 2%
35 | O=c1[nH]c(CN2CCN(S(=O)(=O)c3ccc4ccccc4c3)CC2)nc2ccccc12 | -15% | -3% | 4% | -1% | 1% | ? | 0% | 3%
36 | O=C1C2C3CCCC3=C3CCCC3C2C(=O)N1c1ccc(F)cc1 (stereo not given) | 1% | 10% | -10% | 2% | 0% | 1% | 5% | 2%
37 | Nc1c(Cl)cc2c(c1Oc1ccccc1)C(=O)c1ccccc1C2=O | -10% | 5% | 7% | -3% | ? | 3% | 60%[activator] | .
38 | NC(=O)C1CCN(CC(=O)Nc2ccccn2)CC1 | -12% | -16% | 8% | 1% | -1% | 3% | -1% | -2%
39 | N/C(=N\OC(=O)c1ccc(=O)n(Cc2ccc(Cl)cc2)c1)c1ccccn1 | i | -2% | -7% | 3% | 1% | -5% | 12% | -13%
40 | Cc1ccc2nc(COc3cccc(NC(=O)COc4ccccc4F)c3)cc(=O)n2c1 | . | 5% | -10% | 0% | -11% | . | . | .
41 | CCOc1ccc(-c2c(C)nn3c(C)c(C(=O)NCCc4ccccc4)cnc23)cc1OCC | . | 2% | 7% | -1% | -19% | . | . | .
42 | CC1CCN(C(=O)CSc2nc3ccccc3c(=O)[nH]2)CC1 | -8% | 3% | -6% | -3% | -3% | 1% | 9% | 5%
43 | O=C(Nc1nnc(-c2ccccc2)o1)c1nc2ccccc2s1 | i | 6% | -5% | 1% | 13% | ? | 11% | .
44 | CCOC(=O)c1c(C)nc2c3ccccc3ccn12 | i | -3% | -1% | 1% | ? | -2% | 12% | 7%[11.4 µM]
45 | O=S(=O)(c1ccccc1)c1nc(-c2ccccc2)oc1N1CCCC1 | -6% | 7% | 0% | 0% | -6% | 3% | 11% | -17%[2.29 µM]
46 | COc1ccc(C(CNC(=O)c2cccc(N(C)C)c2)N2CCCC2)cc1 (stereo not given) | i | 5% | 6% | 4% | ? | -21% | 5% | -24%
47 | COc1ccc(C(=O)/C=C/c2ccccc2)cc1 | -12% | -4% | 1% | -2% | ? | -2% | 1% | .
48 | O=C(/C=C/c1cccc(Cl)c1)NCc1ccncc1 | -6% | 3% | 8% | 5% | -1% | 4% | 4% | -12%
